# Screening data from PubChem.
# DUSP3 inh – DUSP3 (human) phosphatase inhibition. P51452. recombinant VHR phosphatase, pNPP absorbance. inhibition, % at 13.3 µM. 290,000 compounds, 0.52% hits. AID 1654; in the data active means inhibition above about 50%; further: some compounds called inactive have numbers as strong as hits
# Target sequence (P51452 whole entry, looked up): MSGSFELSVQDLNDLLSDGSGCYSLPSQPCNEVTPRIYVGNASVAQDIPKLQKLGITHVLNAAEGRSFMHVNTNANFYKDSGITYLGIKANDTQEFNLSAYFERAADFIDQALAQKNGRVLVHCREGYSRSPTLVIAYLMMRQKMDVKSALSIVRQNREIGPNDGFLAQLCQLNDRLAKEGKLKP
# Yp Topo-I inh – Y. pestis Topo-I inhibition via cleavage products | AID 504884 | 360,000 compounds, 0.064% hits | activity, % at 10 µM | Y. pestis Topo-I cleavage product accumulation, plate reader; in the data active means activity above about 50%, passing the limit was not always enough; inconclusive means no clear call, values can overlap the other calls; further: inactives centre near 2
# MazF activator – MazEF (E. coli) toxin RNase activation. FAM/BHQ RNA-DNA oligo cleavage fluorescence, 5 h. activation, % at 20 µM. 350,000 compounds, 0.32% hits. AID 504720; in the data active means activation above about 50%
# Target sequence (P0AE70 whole entry, looked up): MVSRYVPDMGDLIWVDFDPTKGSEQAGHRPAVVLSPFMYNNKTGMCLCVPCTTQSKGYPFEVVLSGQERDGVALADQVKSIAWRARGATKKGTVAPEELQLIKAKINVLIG
# TcdB inh – inhibitors of Clostridioides difficile toxin B glycohydrolase | TcdB glycohydrolase enzymatic assay, plate reader | inhibition, % at 9.99 µM | 350,000 compounds, 0.24% hits | AID 652162; in the data active means inhibition above about 10%
# BH1578 lux ind – induces V. cholerae light production without autoinducers. V. cholerae BH1578 lux reporter, luminescence, 6 h. activation, % at 18.7 µM. 350,000 compounds, 0.16% hits; in the data active means activation mostly above about 9.7%, no sharp cut-off; inconclusive means no clear call, values can overlap the other calls; inactive means mostly below about 3.7%; further: not every result past the cut was called active; inactives centre near 0; reference of the scale not given here
# SSB-PriA inh – blocks PriA binding to SSB C-terminal tail; inhibition, % at 33 µM; 430,000 compounds, 0.6% hits; AID 1272365; AlphaScreen SSBct-PriA binding, biotinylated peptide; in the data active means inhibition mostly above about 37%, no sharp cut-off; inactive means mostly below about 20%;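 further: plate controls were negative control peptide for no effect and reference peptide for full effect; strong numbers were not always called active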
# PfHsp40 rescue – compounds rescuing yeast from Plasmodium falciparum HSP40 toxicity; S. cerevisiae expressing PfHsp40, growth rescue, ATP luminescence; growth rescue, % at 12.5 µM; 340,000 compounds, 0.68% hits; AID 504582; in the data active means growth rescue above about 28%, passing the limit was not always enough; inconclusive means no clear call, values can overlap the other calls;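 further: yeast W303a lacking pdr1 and pdr3 grown in galactose medium; growth measured after three days at 30 °C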
# 3CLpro inhibitor – SARS-CoV 3CLpro protease inhibition; P0C6X7; recombinant SARS-CoV 3CLpro, quenched FRET peptide cleavage; inhibition, % at 6 µM; 290,000 compounds, 0.14% hits; AID 1706; in the data active means inhibition above about 12%
# Anthrax LF prot – inhibitors of Bacillus anthracis lethal factor protease; AID 588501; multiplex microsphere protease cleavage assay, LF; P15917; 360,000 compounds, 0.12% hits; inhibition, % at 10 µM; in the data active means inhibition above about 30%; inconclusive means no clear call, values can overlap the other calls; further: plate controls were buffer without enzyme for full effect and enzyme alone for no effect
# Rv3671c inh – inhibits the M. tuberculosis serine protease Rv3671c; P9WHR9; inhibition, % at 5.96 µM; 320,000 compounds, 0.048% hits; in the data active means inhibition above about 38%;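 further: extracellular domain of Rv3671c used as enzyme; 0% = enzyme with DMSO and 100% = no enzyme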
# Target sequence (P9WHR9 whole entry, looked up, the tested form may be a part): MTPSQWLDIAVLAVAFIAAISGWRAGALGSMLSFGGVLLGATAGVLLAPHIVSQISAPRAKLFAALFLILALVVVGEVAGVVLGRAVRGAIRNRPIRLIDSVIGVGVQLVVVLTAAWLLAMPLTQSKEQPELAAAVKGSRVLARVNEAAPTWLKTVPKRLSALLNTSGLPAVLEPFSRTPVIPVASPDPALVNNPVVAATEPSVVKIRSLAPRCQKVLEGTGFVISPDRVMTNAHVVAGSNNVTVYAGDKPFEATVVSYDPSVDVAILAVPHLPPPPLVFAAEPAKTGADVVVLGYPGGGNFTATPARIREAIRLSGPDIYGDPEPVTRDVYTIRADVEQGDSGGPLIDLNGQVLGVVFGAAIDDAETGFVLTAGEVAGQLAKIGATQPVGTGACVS
# * = called active by the depositor; i = inactive; ? = inconclusive; · = no result given; & = joins results of further samples. The list is partial. The share of hits here may be higher or lower than overall.
SMILES,DUSP3 inh,Yp Topo-I inh,MazF activator,TcdB inh,BH1578 lux ind,SSB-PriA inh,PfHsp40 rescue,3CLpro inhibitor,Anthrax LF prot,Rv3671c inh
CCCCC(CC)C(=O)Oc1ccc(O)c(C(C)(C)C)c1 (stereo unspecified),-17,27,-4,4.6,-2.1,-18,6.2,3,6,5
O=C(Nc1ccc(SC(F)F)cc1)C1CC(=O)N(Cc2ccccc2)C1 (stereo unspecified),10,0,-4,1.1,-0.9,2,-1.2,1,0,-14
N#Cc1c(NC(=O)CSc2nc(-c3ccccc3)cc(C(F)(F)F)n2)sc2c1CCC2,10,-3,-4,·,i,-15,-1.7,0,-1,0
Cc1cc(C(=O)OCC(=O)c2cccc([N+](=O)[O-])c2)c2cccc(C)c2n1,-15,-16,9,·,i,3,0.4,0,-4,8
CC(=O)NCC(=O)OCC(=O)Nc1ccc(C(C)=O)cc1,9,-7,-9,·,-7.1,-6,0.7,-5,2,3
CC1=C(c2ccccc2)CCC1=O,·,4,6,1.0,i,-10,3.0,·,1,5
O=C(O)CCCn1nc(-c2ccccc2)c2ccccc21,24,4,5,0.7,-0.2,-15,0.3,0,4,0
CC12CC3(C)CC(C)(C1)CC(C(=O)NC(=S)NC(C)(C)C)(C2)C3,-7,-9,-6,-0.3,-0.5,-5,1.2,4,-3,-6
O=C(Nc1ccc(N2CCOCC2)c(Cl)c1)c1ccc([N+](=O)[O-])o1,10,1,3,4.7,-0.2,-10,7.5,1,-2,·
COC(=O)c1ccccc1NC(=O)CSc1nc(O)c(-c2ccccc2)c(=O)[nH]1,17,0,3,1.1,·,1,-1.0,-4,1,2
Cc1sc2cc3c(c(C(=O)c4ccccc4)[n+]2c1C)-c1cccc2cccc-3c12,12,·,16,1.4,·,22,·,-14,·,9
O=C(Nc1ccc2[nH]c(=O)[nH]c2c1)c1ccc(Cl)c(Cl)c1,-7,-5,21,1.3,-0.2,-8,1.5,-4,3,-5
N#C/C(=C(/O)c1ccc(S(=O)(=O)N(CCCl)CCCl)cc1)c1nc2ccccc2[nH]1,23,-8,-8,2.0,-2.4,3,-0.5,0,-6,-3
COc1ccccc1NS(=O)(=O)c1ccc(C(=O)NCC(c2cccs2)N2CCOCC2)cc1 (stereo unspecified),·,10,5,1.1,i,-7,0.8,·,-10,1
CC(C)NC(=O)NC(=O)COC(=O)c1ccc(S(=O)(=O)NCc2ccco2)cc1,·,-5,11,0.9,-0.6,-9,0.3,·,-2,2
CS(=O)(=O)C1=NSC2=NC(=O)/C(=C\c3ccc(OC(=O)c4ccco4)c(Br)c3)C(=N)N21,2,4,25,0.5,-2.0,-11,1.4,-1,0,-5
Cc1ccc(C(=O)N/N=C\c2sccc2C)cn1,18,2,-9,0.1,-0.5,·,0.3,-5,-2,-1
CC(=O)Nc1ccc(NS(=O)(=O)c2cc(Cl)ccc2Cl)cc1,14,2,5,-3.3,-0.4,-7,0.9,-2,-6,7
CC(C)Oc1ccc(N2CC(C(=O)NC3=NCCS3)CC2=O)cc1 (stereo unspecified),38,3,5,2.0,-0.3,-2,-0.2,1,-1,1
NC(=O)c1c(NC(=O)c2cccc(N3C(=O)CCC3=O)c2)sc2c1CCCCC2,-4,-8,-35,0.4,i,-15,-0.8,1,-4,0
Nc1ccccc1SCC(=O)Nc1ccc2c(c1)OCCO2,13,0,4,-0.4,-1.2,13,0.3,4,-1,-2
Cc1ccc(C)c(N(CC(=O)N/N=C/c2ccc(-c3ccc([N+](=O)[O-])cc3)o2)S(=O)(=O)c2ccccc2)c1,21,-4,-15,-4.1,-1.7,·,-1.4,-3,42*,-9
Cc1cc(C)n2nc(SCC(=O)NC3(C#N)CCCCC3)nc2n1,·,0,2,0.2,0.0,·,·,·,3,·
O=C(CN1C(=O)c2ccccc2C1=O)Nc1cc(C(=O)O)cc(C(=O)O)c1,6,-2,7,1.2,i,0,?,-4,-1,-1
CCC(=O)Nc1ccc(S(=O)(=O)Nc2ccccn2)cc1,-17,-6,5,0.0,-0.1,-8,1.2,4,5,-12

# The listing continues.
SMILES,DUSP3 inh,Yp Topo-I inh,MazF activator,TcdB inh,BH1578 lux ind,SSB-PriA inh,PfHsp40 rescue,3CLpro inhibitor,Anthrax LF prot,Rv3671c inh
COc1ccc(Cc2nc(=S)[nH][nH]2)cc1Br,15,2,6,0.5,-0.5,5,0.1,1,-2,11
Nn1c(SCC(=O)Nc2ccc(S(N)(=O)=O)cc2)nnc1-c1ccco1,8,-5,8,1.3,·,-3,0.8,-2,-3,7
Cc1nnsc1C(=O)N1CCCC(N2CCN(c3ccc(F)cc3)CC2)C1 (stereo unspecified),16,3,6,1.0,i,0,3.1,-2,-4,0
Cc1cc2ncn(C(=O)N3CCCCCC3)c2cc1C,4,5,0,·,i,-11,0.2,2,1,-1
COC(=O)COc1ccc(/C=C2\C(=O)NC(=S)N(c3ccc(C)cc3)C2=O)cc1OC,-5,-3,-10,0.9,0.6,-7,-0.8,1,-11,-3
COc1ccc(-c2noc(CCC(=O)NCCc3ccccc3)n2)cc1,·,0,3,0.6,i,7,0.9,1,-7,-1
O=C(CC1(O)C(=O)Nc2ccccc21)c1cccc(-n2cccc2)c1 (stereo unspecified),5,4,1,1.2,i,23,0.0,6,0,-1
COc1cccc(N2CCN(C(=O)c3ccc(CS(=O)c4ccccc4C)o3)CC2)c1 (stereo unspecified),6,42,3,1.8,-0.2,-2,2.8,-7,·,4
COC(=O)c1sc(S(=O)(=O)Nc2ccc(C)cc2)c(C(=O)OC)c1C,-2,2,7,·,i,-17,-1.3,1,-4,-9
COCC(C)n1c(C)cc(C(=O)CSc2nc3ccccc3c(=O)[nH]2)c1C (stereo unspecified),4,24,4,·,-0.2,4,2.0,-4,-10,-8
O=C(c1ccco1)n1nc(NCc2ccccc2)nc1NCc1ccccc1,-4,18,1,·,0.9,-6,-1.0,-2,0,0
COc1ccccc1OCC(=O)NNC(=O)C(=O)N1CCCC1,30,-5,7,·,i,1,-0.9,2,1,-2
Cc1ccc(NC(=O)c2cc(NC(=O)C3CC=CCC3C(=O)O)ccc2N2CCOCC2)cc1 (stereo unspecified),29,-9,2,·,·,-20,0.6,3,7,-9
CC(CN1CCOCC1)C(=O)c1ccccc1 (stereo unspecified),4,3,4,·,-0.9,0,-0.8,-2,-3,3
COc1ccc(/C(C)=N/Nc2nccnc2Cl)cc1,·,1,8,-0.2,1.6,·,-2.2,·,·,3
COCCn1c(C)cc(C(=O)COC(=O)CNC(=O)c2ccccc2)c1C,4,-7,6,0.2,-0.5,-2,-2.0,5,-2,1
Cc1ccc(N(CC(=O)NCc2ccc(F)cc2)S(=O)(=O)c2c(C)n[nH]c2C)cc1,-2,-10,-15,2.7,-8.5,13,0.6,-2,-2,-3
CC1CCN(c2c(NCc3ccc(C(=O)NCC4COc5ccccc5O4)cc3)c(=O)c2=O)CC1 (stereo unspecified),·,29,8,0.0,-0.3,-12,-0.1,6,-4,-3
COc1ccccc1CNC(=O)c1oc2ccc(S(=O)(=O)N3CCOCC3)cc2c1C,16,31,6,0.0,-0.6,0,-0.8,4,7,5
O=C1c2ccccc2C(=O)N1CCn1nc(Cl)nc1Cl,0,-7,2,·,-0.4,-9,-1.5,1,3,-6
O=C(O)c1ccccc1NCc1cccs1,11,8,4,1.1,i,-8,0.5,-2,10,9
CCCCn1c(N)c(N(CCC(C)C)C(=O)COC(=O)c2ccccc2)c(=O)[nH]c1=O,8,-8,0,0.2,-0.7,11,-0.7,6,-6,1
CC1(C(=O)OCC(=O)Nc2cccc(S(=O)(=O)NC3=NCCCCC3)c2)CC1(Cl)Cl (stereo unspecified),9,4,4,1.1,1.4,-14,0.2,-2,-7,-4
Cc1ccc(NN2C(=O)C=C(c3ccccc3)C2=O)cc1,35,-8,13,3.4,i,-17,·,-1,-5,·
CCC(C)c1ccc(NC(=O)c2ccco2)cc1 (stereo unspecified),-4,4,6,2.1,i,-10,3.3,-4,9,·

# A different layout for two compounds above:
mol | DUSP3 inh | Yp Topo-I inh | MazF activator | TcdB inh | BH1578 lux ind | SSB-PriA inh | PfHsp40 rescue | 3CLpro inhibitor | Anthrax LF prot | Rv3671c inh
O=C(O)c1ccccc1NCc1cccs1 | 11 | 8 | 4 | 1.1 | i | -8 | 0.5 | -2 | 10 | 9
CC(=O)NCC(=O)OCC(=O)Nc1ccc(C(C)=O)cc1 | 9 | -7 | -9 | · | -7.1 | -6 | 0.7 | -5 | 2 | 3

# More structures
SMILES,DUSP3 inh,Yp Topo-I inh,MazF activator,TcdB inh,BH1578 lux ind,SSB-PriA inh,PfHsp40 rescue,3CLpro inhibitor,Anthrax LF prot,Rv3671c inh
O=[N+]([O-])[N-][n+]1cnn(Cc2ccccc2)c1,19,1,-26,2.6,i,-11,-1.4,2,-8,-4
COc1ccc2oc(C(=O)NC3CCCCC3)c(C)c2c1,-14,3,-6,1.5,i,-18,-0.7,-7,0,-2
CSC1=NC(=O)/C(=C/c2ccc(SC)cc2)S1,13,1,-78,1.2,i,3,14,-5,0,-7
COCCNC(=O)C(OC(=O)c1ccco1)c1ccccc1Cl (stereo unspecified),17,-1,8,0.7,-0.3,1,0.9,-5,12,5
Cc1c(N)cc(C(=O)N2CCOCC2)cc1[N+](=O)[O-],7,0,-21,·,i,-1,-0.6,-6,2,1
O=C(NCC1CCCO1)c1ccc2nc(N3CCCCC3)sc2c1 (stereo unspecified),8,11,1,1.3,-0.2,-3,0.7,4,-1,-6
COc1ccc(S(=O)(=O)N(C)C[C@H]2Oc3c(NC(=O)NC(C)C)cccc3C(=O)N([C@H](C)CO)C[C@@H]2C)cc1,·,17,2,-0.3&0.0,-0.6,-8,1.0,·,-4,6
COc1ccc(-c2nn(CCC(=O)O)cc2/C=N/NC(N)=S)cc1,12,-6,3,0.4,-0.3,·,0.1,-3,-3,4
CC1(C(=O)O)CCN1C(=O)c1cccc(OC(F)(F)F)c1 (stereo unspecified),·,-6,·,-10,-0.3,·,·,·,3,·
CCOc1cc(/C=C2\C(=O)N(Cc3ccco3)C(C)=C2C(=O)OC)ccc1O,-8,-5,2,-4.3,i,12,-0.4,1,-1,3
COc1ccc(OCCCC(=O)Nc2cc(S(=O)(=O)N3CCCCC3)ccc2C)cc1,·,32,-13,0.8,i,-2,0.7,·,0,-1
COc1ccc(NP(=O)(Oc2ccc(Cl)cc2)Oc2ccc(Cl)cc2)cc1OC,8,-10,-4,0.8,0.4,11,-0.9,-3,-2,-10
CCOc1ccc(C2C(C#N)=C(N)N(N(C)C)C3=C2C(=O)CC(C)(C)C3)cc1 (stereo unspecified),33,4,0,1.1,i,5,0.7,1,3,-8
Cc1cccc(Nc2nc(-c3cccs3)cs2)n1,9,3,2,·,i,6,11,-2,-2,-1
CCCOc1ccc(N2CC(C(=O)Nc3ccccc3F)CC2=O)cc1 (stereo unspecified),-1,6,8,·,i,-10,2.9,3,0,-1
Cc1cccc(N2CCN(C(=O)C3CC(=O)N(c4ccc5c(c4)OCCO5)C3)CC2C)c1 (stereo unspecified),·,22,8,1.9,0.5,8,1.7,·,-6,-8
Cc1ccccc1OCCC(=O)OCC(=O)NCCc1ccccc1,·,6,-8,1.5,i,-15,-0.4,·,-4,1
COc1cc2c(cc1OC)CN(c1nc(CN3CCCC3)nc3sc(C)c(C)c13)CC2,18,22,-2,1.5,3.6,12,-0.9,-2,-7,3
O=C(CN1C(=O)C2CCCCC2C1=O)Nc1nc(-c2ccccn2)cs1 (stereo unspecified),-7,-6,2,·,i,81*,-0.8,-5,2,-20
CN1Cc2c(N3CCOCC3)nc3sc(C#N)c(N)c3c2CC1(C)C,14,-8,5,1.0,-0.7,-2,0.3,3,-26,-2
